Compound activity: PubChem BioAssay, NMMLSC
ABCG2 inh: human ABCG2 inhibition, ABCB1 as counter-screen; IgMXP3 cells, JC-1 efflux, flow cytometry; hit rate 0.1% among 190,000; inhibition, % at 6.6 µM;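 active = inhibition above 80%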;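 also: 0% = DMSO and 100% = nicardipine control wells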
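Measure – % inhibition of efflux relative to nicardipine and DMSO · Test system – ABCG2 IgMXP3 and barcoded ABCB1 CCRF-Adr cell mix · Control set – nicardipine as high control, DMSO as low control · Compound – one concentration, 6.6 µM final · Signal – flow cytometry of retained JC-1 fluorescence · Timing – 10 min exposure at 25 °C with rotation, no wash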
ABCB1 inh: human ABCB1 inhibition, ABCG2 as counter-screen. CCRF-Adr cells, JC-1 efflux, flow cytometry. hit rate 0.067% among 190,000. inhibition, % at 6.6 µM; in the data active = inhibition above about 40%;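 also: 0% = vehicle and 100% = reference inhibitor; higher value means more JC-1 retained so stronger ABCB1 efflux block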
Bcl-W Bim block: inhibitors of Bim-Bcl-W interaction, human; bead-based flow cytometry, Bim peptide-Bcl-W binding; Q92843; AID 952; hit rate 0.02% among 190,000; inhibition, % at 10 µM;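 also: 0% = bound tracer without compound and 100% = peptide blocker; higher means less fluorescent Bim peptide bound to Bcl-W beads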
Target sequence (Q92843 whole entry, looked up): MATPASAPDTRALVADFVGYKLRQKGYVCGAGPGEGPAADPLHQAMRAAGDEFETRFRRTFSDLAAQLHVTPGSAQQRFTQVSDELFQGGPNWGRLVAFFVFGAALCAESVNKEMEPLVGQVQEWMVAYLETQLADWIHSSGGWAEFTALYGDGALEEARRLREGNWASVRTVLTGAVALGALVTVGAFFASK
Bcl-2 Bim block: inhibitors of Bim-Bcl-2 interaction, human; P10415; Bead-based flow cytometry, Bim peptide-Bcl-2 binding; inhibition, % at 10 µM; hit rate 0.06% among 190,000; in the data active = inhibition above about 40%; inconclusive = no clear call, values can overlap the other calls;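 also: 0% = no compound wells with probe peptide and 100% = reference peptide inhibitor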
Target sequence (P10415 whole entry, looked up): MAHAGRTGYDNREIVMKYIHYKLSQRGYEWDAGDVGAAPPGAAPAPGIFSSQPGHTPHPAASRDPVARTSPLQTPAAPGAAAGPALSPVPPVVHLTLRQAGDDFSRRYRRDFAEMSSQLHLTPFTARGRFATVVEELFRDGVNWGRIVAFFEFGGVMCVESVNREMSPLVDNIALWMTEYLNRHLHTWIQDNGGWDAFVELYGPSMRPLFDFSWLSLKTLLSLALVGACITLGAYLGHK
RGS8-Gao reg: regulators of human RGS8-Galphao interaction. P09471. multiplexed bead flow cytometry, RGS8-Galphao binding; actives lie on both sides. response (percent of control binding), % at 10 µM. hit rate 0.34% among 220,000. AID 1423; in the data active = response below about 60% or above about 140%; inactive = in between;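 also: Galphao activated as the GDP aluminium fluoride complex binding bead-coupled RGS8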
Target sequence (P09471 whole entry, looked up): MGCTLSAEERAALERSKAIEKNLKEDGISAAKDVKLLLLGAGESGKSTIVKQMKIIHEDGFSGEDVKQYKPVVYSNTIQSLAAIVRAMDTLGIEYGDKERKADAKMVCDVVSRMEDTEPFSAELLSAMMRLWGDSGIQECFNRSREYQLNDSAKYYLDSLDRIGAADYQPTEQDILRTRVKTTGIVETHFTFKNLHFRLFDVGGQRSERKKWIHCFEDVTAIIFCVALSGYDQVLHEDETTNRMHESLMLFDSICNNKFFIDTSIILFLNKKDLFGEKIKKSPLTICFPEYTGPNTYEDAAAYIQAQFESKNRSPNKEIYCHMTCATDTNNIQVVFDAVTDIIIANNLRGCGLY
Bcl-B Bim block: inhibitors of Bim-Bcl-B interaction, human | AID 951 | inhibition, % at 10 µM | Q9HD36 | hit rate 0.073% among 190,000 | bead-based flow cytometry, Bim peptide-Bcl-B binding;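 also: 0% = tracer peptide without compound and 100% = reference inhibitor peptide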
Bim-Bcl-XL: human Bim-Bcl-XL interaction inhibition. Q07817. Bim peptide-Bcl-XL binding, bead flow cytometry, fluorescence. inhibition, % at 10 µM. hit rate 0.04% among 190,000. AID 1007
Target sequence (Q07817 whole entry, looked up): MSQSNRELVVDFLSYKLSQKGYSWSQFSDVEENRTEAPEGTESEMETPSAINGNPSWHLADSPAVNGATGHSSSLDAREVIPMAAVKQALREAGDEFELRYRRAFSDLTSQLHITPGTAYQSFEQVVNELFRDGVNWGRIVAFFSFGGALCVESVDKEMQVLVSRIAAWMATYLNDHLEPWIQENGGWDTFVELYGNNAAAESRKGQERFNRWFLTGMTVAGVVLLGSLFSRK
Bim-Bfl-1: inhibitors of Bim-Bfl-1 interaction, human. Q16548. Bead-based flow cytometry, Bim-Bfl-1 binding inhibition. inhibition, % at 10 µM. hit rate 0.12% among 190,000. AID 1008;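 also: 0% = wells without compound plus tracer and 100% = blocker peptide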
RGS7-Gao reg: regulators of human RGS7-Galphao interaction; binding response (% of control), % at 10 µM; hit rate 0.35% among 220,000; P09471; Multiplexed bead flow cytometry, RGS7-Galphao binding; actives lie on both sides; AID 1439; in the data active = binding response below about 49% or above about 150%; inconclusive = no clear call, values can overlap the other calls; inactive = in between;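 also: fluorescent Galphao held in activated GDP-AlF4 state binding bead-coupled RGS7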
RGS4-Gao reg: human RGS4-Galphao interaction regulation; P09471; Multiplexed bead flow cytometry, RGS4-Galphao binding; actives lie on both sides; hit rate 0.33% among 220,000; binding response (% of control), % at 10 µM; in the data active = binding response below about 49% or above about 150%; inactive = in between;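 also: fluorescent Galphao activated with aluminum fluoride binding bead-coupled RGS4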
GSH fluor: GSH bead compound fluorescence profile. GSH beads flow cytometry, compound fluorescence 488/530 nm; stronger effect = higher value. fluorescence (KMESF) at 10 µM. hit rate 0.25% among 190,000; in the data active = fluorescence above about 89;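 also: glutathione beads carrying GST-tagged Bcl family fusion proteins plus one bare bead set; values are compound well signal with DMSO vehicle wells as background; inactives centre near 16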
* hit, by the source's call; ? = inconclusive. Rule as the data show it, unless noted: active = inhibition above about 40%. An unsorted share of the library. Share with any hit: about 1.1%.

SMILES | ABCG2 inh | ABCB1 inh | Bcl-W Bim block | Bcl-2 Bim block | RGS8-Gao reg | Bcl-B Bim block | Bim-Bcl-XL | Bim-Bfl-1 | RGS7-Gao reg | RGS4-Gao reg | GSH fluor
CCc1ccc(NC(=O)c2ccnc(C(C)(C)C)c2)cc1 | 2 | 0.3 | 1 | -9 | 101 | -4 | 0 | -14 | 105 | 102 | 22
CCOC(=O)Cn1nc(C)n(-c2c(C)cccc2C)c1=O | 0 | 0.7 | 0 | 0 | 102 | -2 | 2 | -4 | ? | 103 | 12
CN(C)c1oc(COc2ccccc2F)nc1C#N | 4 | 0.5 | -1 | -8 | 99 | -8 | -11 | -9 | 99 | 97 | 30
CC1=CC2=NC(=O)/C(=C\c3cccn3CCOc3ccccc3C)C(=N)N2O1 | 13 | 2.9 | -3 | -5 | 102 | -3 | -5 | -6 | 104 | 100 | 10
Cc1cccc(NC(=O)c2ccc3ccccc3n2)c1C | 15 | 1.7 | -1 | -1 | 96 | -2 | -1 | -1 | 96 | 95 | 23
O=c1cc(CO)oc(CN2CCCC2)c1O | 2 | 0.6 | -1 | -3 | 94 | -2 | 0 | -3 | 95 | 94 | 16
CC(C)(C)NC(=O)CCN(/N=C/c1ccc([N+](=O)[O-])o1)C1=NS(=O)(=O)c2ccccc21 | -3 | -0.6 | 36 | 22 | 103 | 27 | 53* | 19 | 92 | 94 | 1
C/C=C/c1ccc(OCC(=O)Nc2cc(OC)c(OC)c(OC)c2)c(OC)c1 | 30 | 3.8 | -2 | -6 | 101 | -3 | -3 | -4 | ? | 106 | 11
O=C(Nc1cccc(S(=O)(=O)NC2=NCCCCC2)c1)c1cc(-c2ccccc2Cl)nc2ccccc12 | 0 | 8.8 | 0 | 0 | 102 | 0 | -1 | -1 | 100 | 101 | 22
CC(C)Nc1nc(NC(C)C)nc(C(N)=O)n1 | 2 | 0.5 | 5 | -2 | 101 | -6 | -11 | -11 | 98 | 101 | 55
Cc1ccccc1CS(=O)(=O)c1snnc1C | 2 | 0.3 | 1 | -3 | 104 | 2 | 1 | 0 | 103 | 103 | 21
COc1cc(NC(=O)c2ccc3c(=O)n(Cc4ccco4)c(=S)[nH]c3c2)cc(OC)c1OC | -2 | -0.5 | 0 | 0 | 82 | -3 | -1 | 12 | 96 | 94 | 23
CCOc1cnc(-c2ccc(OC)cc2)o1 | 1 | 0.2 | -2 | -5 | 99 | -4 | -1 | 0 | 96 | 101 | 10
Cc1ccc(-n2c(SCC(=O)N3CCCC3)nc3c(c2=O)SCC3)cc1 | 4 | 1.5 | -2 | -11 | 98 | -8 | -7 | -13 | 101 | 100 | 33
Cc1cc(C)c(C#N)c(OCC(=O)c2ccccc2)n1 | 3 | 0.2 | 0 | 0 | 100 | -2 | 0 | -2 | 100 | 98 | 24
Cc1ccc(-n2nc3ccc(NC(=O)/C=C/c4ccco4)cc3n2)cc1C | -2 | -0.5 | 2 | 1 | 97 | -2 | -1 | 1 | 93 | 92 | 24
Cc1cc(C)c(S(=O)(=O)N2CCCOC2CNC(=O)C(=O)NCc2cccnc2)c(C)c1 (stereo not drawn) | 1 | 0.2 | 0 | -2 | 93 | 0 | -1 | -1 | 92 | 94 | 72
N#Cc1c(C(F)(F)F)cc(-c2ccccc2)nc1SCC(=O)N1CCOCC1 | 1 | 0.5 | -4 | -5 | 100 | -4 | -6 | -3 | 98 | 96 | 16
O=C(O)C1C2C=CC(O2)C1C(=O)NCCC1=CCCCC1 (stereo not drawn) | 60 | 1.2 | -6 | -17 | 101 | -9 | -11 | -11 | 101 | 99 | 29
Cc1nc2cc(NC(=O)NCCCO)ccc2o1 | -1 | -0.5 | 0 | -2 | 99 | -1 | 0 | -6 | 112 | 103 | 10
CSc1ccc(Cl)c(C(=O)OCC(=O)N(C)CCC#N)c1 | 3 | 0.6 | -2 | 0 | 100 | -1 | -1 | -4 | ? | 100 | 12
CC1CCCC(NC(=O)c2ccc3c(=O)n(CC4CCCO4)c(=O)[nH]c3c2)C1C (stereo not drawn) | 4 | 0.6 | 0 | -2 | 102 | -1 | -2 | -1 | 102 | 102 | 14
O=C(Cn1c(=O)n(Cc2ccco2)c(=O)c2c3c(sc21)CCCCC3)c1ccccc1 | -2 | -0.4 | -2 | 2 | 97 | -2 | -4 | 1 | 95 | 98 | 18
Cc1occc1C(=O)Nc1cccc2ccccc12 | 4 | 0.2 | 0 | 0 | 94 | 1 | -1 | 0 | 92 | 90 | 17
Cc1cc(NC(=O)c2cncc(Br)c2)no1 | 14 | 0.8 | -1 | -6 | 100 | -5 | -3 | -4 | 96 | 99 | 27
CCOc1ccc(CNC(=O)CCSCc2ccccc2F)cc1OC | 8 | 0.2 | 3 | 0 | 98 | 2 | 0 | 0 | 96 | 97 | 24
CN1C(=O)c2cccc(NCCCN3C(=O)c4ccccc4C3=O)c2C1=O | 2 | 0.7 | -1 | -2 | 101 | -3 | 0 | -3 | 98 | 95 | 11
COc1ccc2oc(=O)c(C(=O)N3CCCc4ccccc43)cc2c1 | 2 | 0.2 | 1 | -7 | 101 | -4 | 1 | -13 | 104 | 104 | 17
O=C(Cn1nnc(-c2ccc(Cl)cc2)n1)NCC1CCCCC1 | 0 | -1.2 | -2 | -9 | 101 | -7 | -4 | -11 | 103 | 103 | 31
c1csc(Cc2nn3c(-c4ccncc4)nnc3s2)c1 | 15 | 0.1 | 0 | 3 | 100 | 0 | -8 | 0 | 93 | 96 | 23
Cc1occc1C(=O)Nc1ccc2c(c1)OCCO2 | 4 | 0.2 | 0 | -2 | 98 | 0 | 0 | 1 | 99 | 102 | 13
COc1cc(OC)c(OC)cc1/C=N/N(C)c1ccccc1 | 2 | 0.4 | 0 | -8 | 108 | -4 | 5 | -8 | 134 | 148 | 33
Cc1ccc(NC(=O)c2oc3ccc(S(=O)(=O)N4CCOCC4)cc3c2C)cc1C | 39 | 0.4 | -4 | -13 | 100 | -7 | -10 | -22 | 99 | 104 | 27
COc1ccccc1CN1C[C@@H]2C[C@@H](c3ccc(Cl)cc3)N3CCC[C@@]23C1=O | 1 | 0.7 | -1 | -1 | 103 | -6 | -1 | -6 | 108 | 102 | 11
CC(C)(C)OC(=O)N1CCC(NC(=O)c2[nH]cnc2C(=O)N[C@@H](Cc2ccccc2)C(=O)OCc2ccccc2)CC1 | 19 | 16 | -1 | 1 | 120 | 0 | -1 | 1 | 135 | 122 | 22
CCOC(=O)C1C(c2cccc(F)c2)NC(=S)NC1(O)C(F)(F)F (stereo not drawn) | 5 | 0.9 | 0 | 4 | 82 | -24 | -1 | 6 | 100 | 101 | 9
O=C(O)CSCCn1cccn1 | -1 | -0.1 | 1 | -12 | 101 | -23 | -15 | -12 | 100 | 103 | 44
CC(CCc1ccccc1)NC(=O)CN1CCc2ccccc2C1 (stereo not drawn) | 4 | 1.4 | 3 | 4 | 100 | 7 | 1 | 10 | 108 | 104 | 22
CC1(C)CC(N2CCCCC2)=CC(=[N+]2CCCCC2)C1 | 11 | 1.4 | 4 | -1 | 97 | 3 | 5 | 2 | 96 | 100 | 11
CCn1c(COc2ccc(C)cc2)nnc1SCC(=O)Nc1ccc2c(c1)OCCO2 | 4 | 1.0 | -1 | 0 | 105 | -2 | -4 | -2 | 106 | 110 | 5

Some of the entries so far, in CSV form:
smiles,ABCG2 inh,ABCB1 inh,Bcl-W Bim block,Bcl-2 Bim block,RGS8-Gao reg,Bcl-B Bim block,Bim-Bcl-XL,Bim-Bfl-1,RGS7-Gao reg,RGS4-Gao reg,GSH fluor
CN(C)c1oc(COc2ccccc2F)nc1C#N,4,0.5,-1,-8,99,-8,-11,-9,99,97,30
CC1=CC2=NC(=O)/C(=C\c3cccn3CCOc3ccccc3C)C(=N)N2O1,13,2.9,-3,-5,102,-3,-5,-6,104,100,10

(more compounds)
SMILES | ABCG2 inh | ABCB1 inh | Bcl-W Bim block | Bcl-2 Bim block | RGS8-Gao reg | Bcl-B Bim block | Bim-Bcl-XL | Bim-Bfl-1 | RGS7-Gao reg | RGS4-Gao reg | GSH fluor
CCOC(=O)c1[nH]c2ccc(Br)cc2c1NC(=O)CCN1CCC(C(=O)OCC)CC1 | 4 | 1.2 | -2 | -4 | 97 | -1 | -2 | -1 | 98 | 97 | 24
CCOC(=O)CSc1nc(N)c(C#N)c(-c2cccs2)c1C#N | 4 | 0.3 | 1 | -2 | 99 | -5 | -3 | -10 | 98 | 95 | 4
CCn1nc(C)c(Oc2ccccc2O)c1C | 6 | 0.5 | 0 | -9 | 102 | -10 | -6 | -20 | 99 | 101 | 32
CCc1cc2c(=O)n(CC(C)C)cnc2s1 | 1 | 0.3 | -6 | -3 | 101 | -6 | -5 | -3 | 99 | 101 | 10
CCCSc1ccc2nc(NC(=O)OC)[nH]c2c1 | -1 | -1.2 | 0 | 3 | 78 | -4 | 0 | 1 | 97 | 97 | 18
COc1cc2c(cc1OC)C1=C(C#N)CCC(=O)N1CC2 | 11 | 1.3 | 2 | -1 | 103 | -4 | 0 | -8 | 97 | 102 | 11
O=C(c1cccs1)N1CCN(C(=O)c2ccco2)c2ccccc2C1 | 25 | 1.4 | -3 | -5 | 101 | -5 | -7 | -17 | 99 | 99 | 21
O=S(=O)(N1CCOCC1)n1cnc2ccccc21 | 1 | 0.3 | 0 | -5 | 103 | -6 | -3 | -9 | 103 | 106 | 6
Cc1cccc(N2C(N)=C(C#N)C(C#N)(C#N)C2c2ccccc2)c1 (stereo not drawn) | 5 | 0.7 | 1 | -2 | 102 | 0 | -2 | -1 | 101 | 100 | 16
CC(C)C(=O)c1cn(CC(=O)NCc2ccc3c(c2)OCO3)c2ccccc12 | 2 | 0.6 | -3 | 2 | 104 | -1 | -1 | 0 | 98 | 101 | 16
NC(=O)C1CCN(C2CC(=O)N(c3cccc(F)c3)C2=O)CC1 (stereo not drawn) | 0 | 0.2 | 1 | -5 | 102 | -1 | 2 | -9 | 101 | 101 | 9
C#CCNc1c(C)c(C)nc2ncnn12 | 5 | 0.7 | -2 | 1 | 99 | 0 | 0 | -6 | 92 | 90 | 51
O=C(c1cnccn1)N1CCc2ccccc21 | 0 | 0.1 | 9 | 7 | 100 | 18 | 12 | -4 | 91 | 99 | 27
Cc1nc(Nc2nc(CSc3nc4ccccc4[nH]3)cc(=O)[nH]2)nc2ccccc12 | -1 | 0.2 | -2 | -9 | 103 | -9 | -5 | -9 | 101 | 102 | 10
O=C(COC(=O)[C@H](Cc1ccccc1)NC(=O)c1cccs1)Nc1c(Cl)cccc1Cl | 3 | 1.0 | 2 | 0 | 102 | 5 | 2 | -2 | 108 | 104 | 11
COc1cc(CNc2ccc3[nH]c(=O)[nH]c3c2)cc(Cl)c1OCC(=O)NC(C)(C)C | 5 | 0.5 | 19 | -1 | 99 | -4 | -1 | 3 | 102 | 102 | 12
OCc1cn(-c2ccccc2)nc1-c1ccc(-c2nn(-c3ccccc3)cc2CO)cc1 | 1 | -0.1 | 0 | -15 | 109 | -8 | -5 | -11 | 98 | 101 | 14
COc1cc(-c2nnc3sc(-c4cccs4)nn23)cc(OC)c1OC | 4 | 2.3 | 4 | -10 | 99 | -16 | -2 | -7 | 97 | 92 | 43
